Compound activity (PubChem)
MPTP inh = permeability transition pore inhibition; inhibition, % at 10 µM; 1.4% of 360,000 active; AID 602449; isolated mouse mitochondria, Ca2+ swelling absorbance, 30 min;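 active means inhibition of 50% or more, scaled per plate between neutral and stimulator controls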;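 further: 0% = DMSO wells given calcium and 100% = 1 mM EGTA wells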
CCR6 antag = antagonists of human CCR6 receptor. inhibition, % at 20 µM. AID 493098. CHO-K1 CCR6 PathHunter beta-arrestin, luminescence, CCL20-stimulated. 0.49% of 340,000 active;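 active means compounds whose inhibition of the agonist-driven luminescence signal at 20 µM reaches about 50%, limit read from the data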;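 further: cells stimulated with CCL20 at 14 nM final; plate controls were DMSO with CCL20 for no effect and DMSO without agonist for full effect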
Target sequence (P51684 whole entry, looked up): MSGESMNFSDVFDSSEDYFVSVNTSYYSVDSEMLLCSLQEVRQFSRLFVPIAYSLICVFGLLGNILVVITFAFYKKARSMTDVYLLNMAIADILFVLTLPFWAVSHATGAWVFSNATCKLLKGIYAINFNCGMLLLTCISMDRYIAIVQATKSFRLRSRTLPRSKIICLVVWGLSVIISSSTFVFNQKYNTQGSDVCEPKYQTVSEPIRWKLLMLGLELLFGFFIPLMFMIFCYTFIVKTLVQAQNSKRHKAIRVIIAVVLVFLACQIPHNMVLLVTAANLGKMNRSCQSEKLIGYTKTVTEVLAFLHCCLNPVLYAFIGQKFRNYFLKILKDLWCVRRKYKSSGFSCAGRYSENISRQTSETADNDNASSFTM
GRIN3A LBD mod = modulators (binders) of human NR3A ligand-binding domain | Tm shift relative to glycine control, % at 25 µM | 2.5% of 340,000 active | NR3A LBD differential scanning fluorimetry, Tm shift; 0% = protein alone, 100% = glycine-bound protein;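 active means melting temperature shift of at least 10% of the positive control shift, at one fixed dose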
APOBEC3A inh = inhibitors of human APOBEC3A DNA deaminase. inhibition, % at 20 µM. recombinant A3A, FAM/TAMRA ssDNA deamination fluorescence. P31941. 0.41% of 330,000 active;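 active means at least 40% inhibition at 20 µM here, with at most 30% in a related deaminase screen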;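 further: plate controls were A3A with DMSO for no effect and wells lacking A3A enzyme for full effect; some results filed as inactive read as strong as hits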
Target sequence (P31941 whole entry, looked up): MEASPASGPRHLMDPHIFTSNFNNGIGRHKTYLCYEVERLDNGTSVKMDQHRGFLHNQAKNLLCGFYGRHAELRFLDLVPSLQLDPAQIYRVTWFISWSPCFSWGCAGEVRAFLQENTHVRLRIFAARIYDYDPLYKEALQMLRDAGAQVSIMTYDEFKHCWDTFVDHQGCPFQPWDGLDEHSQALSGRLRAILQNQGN
A3G deaminase = APOBEC3G (human) deaminase inhibition; AID 493012; recombinant A3G, ssDNA deamination FAM/TAMRA fluorescence; 0.28% of 330,000 active; Q9HC16; inhibition, % at 20 µM;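 active means inhibition of at least 40% at 20 µM, with no more than 30% in the related APOBEC3A deaminase screen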;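 further: plate controls were DMSO wells with A3G for no effect and wells lacking A3G enzyme for full effect; some compounds called inactive have numbers as strong as hits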
CXCR6 inh = CXCR6 (human) receptor inhibition | inhibition, % at 20 µM | CHO-K1 PathHunter CXCR6 beta-arrestin, luminescence | O00574 | 0.36% of 360,000 active | AID 602244; in the data active means inhibition above about 34%, passing the limit was not always enough;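 further: antagonist mode with CXCL16 agonist at 10 nM final; 0% = 10 nM CXCL16 with DMSO and 100% = unstimulated wells without agonist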
Target sequence (O00574 whole entry, looked up): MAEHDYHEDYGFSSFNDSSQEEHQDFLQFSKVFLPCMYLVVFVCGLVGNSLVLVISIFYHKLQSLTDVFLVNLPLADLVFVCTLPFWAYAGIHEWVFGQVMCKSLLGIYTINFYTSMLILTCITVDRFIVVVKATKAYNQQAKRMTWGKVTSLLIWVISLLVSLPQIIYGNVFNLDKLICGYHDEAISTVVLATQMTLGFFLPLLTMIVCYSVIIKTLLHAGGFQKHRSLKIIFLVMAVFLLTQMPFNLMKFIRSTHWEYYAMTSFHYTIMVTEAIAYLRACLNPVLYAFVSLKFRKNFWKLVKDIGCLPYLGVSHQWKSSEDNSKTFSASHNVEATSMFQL
Gli-Sufu block = Gli-Sufu pathway antagonism; Sufu-KO-LIGHT fibroblasts, Gli luciferase reporter luminescence; inhibition, % at 5 µM; 0.74% of 340,000 active; AID 588413;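 active means inhibition above about 55%, limit read from the data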;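 further: 0% = DMSO-treated cells and 100% = wells with medium but no cells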
EBI2 block = blocks human EBI2 receptor beta-arrestin signaling. P32249. EBI2 beta-arrestin recruitment, luminescence, 7a,25-OHC stimulated. inhibition, % at 5 µM. 0.81% of 360,000 active; in the data active means inhibition above about 38%;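 further: enzyme fragment complementation signal reports receptor beta-arrestin coupling in cells; 0% = agonist plus DMSO wells and 100% = wells without agonist; some results beyond the cut were filed as inactive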
Active calls of the source: *; x = not tested or not shown.

no.	molecule	MPTP inh	CCR6 antag	GRIN3A LBD mod	APOBEC3A inh
1	COC(=O)c1ccc(NC(=O)Cn2nnc(-c3cccs3)n2)cc1	-2.3	12	1	-1
2	CCc1nnc(NC(=O)c2cc(-c3ccccn3)nc3ccccc23)s1	0.1	11	0	-1
3	O=C(c1cccc([N+](=O)[O-])c1)N1CCCC(C(=O)N2CCCCCC2)C1 (stereo not given)	0.5	-3	3	2
4	O=C(CCCSc1nc2ccccc2[nH]1)NC(c1ccccc1)c1ccccc1	17	19	-7	-1
5	N#Cc1cc([N+](=O)[O-])ccc1NC(=O)CSc1n[nH]c(=O)n1C1CC1	-1.7	18	1	-1
6	Cc1cc(SCC(=O)c2cccs2)n2nc(C)c(-c3ccc(Cl)cc3)c2n1	6.9	6	6	2
7	CC(C)C[C@H](NC(=O)c1[nH]cnc1C(=O)N[C@@H](Cc1ccccc1)C(=O)OC(C)(C)C)C(=O)OCc1ccccc1	-1.0	11	-6	-5
8	CCCOc1ccc(C(=O)NC(C)C(=O)O)cc1 (stereo not given)	-0.4	2	0	-1
9	CCCCCOC(=O)C1[C@H]2C(=O)N(Cc3cccs3)C[C@]23C=C[C@H]1O3 (stereo not given in full)	-1.5	-9	3	1
10	O=c1[nH]c(C2CCN(S(=O)(=O)Cc3ccccc3)CC2)nc2c1nnn2Cc1cccc(Cl)c1	0.4	4	4	-1

no.	A3G deaminase	CXCR6 inh	Gli-Sufu block	EBI2 block
1	-4	-4	-5	-4
2	-11	-4	-1	-8
3	-6	11	-10	-5
4	-7	4	1	28
5	-3	-2	4	-3
6	2	2	5	25
7	3	6	-1	-17
8	-2	-6	-2	-14
9	-4	5	6	-3
10	-9	14	21	11

Further compounds
no.	molecule	MPTP inh	CCR6 antag	GRIN3A LBD mod	APOBEC3A inh
11	CN(C)/C=C(\C#N)C(=O)Nc1ccc(O)cc1F	-0.9	-6	0	0
12	Cn1c(=S)n(C)c2ccccc21	-0.1	8	2	-4
13	CC1(C)Cc2c(c(-c3ccccc3)nc(N3CCOCC3)c2C(N)=O)CO1	-3.0	-7	1	-2
14	CCCCCCCCCCCC(=O)N/N=C/c1ccco1	15	-11	-4	1
15	Cc1ccsc1CNc1ncnc2ccc(-c3c(C)noc3C)cc12	3.8	-9	-4	-4
16	Cc1cc(C)c(S(=O)(=O)N2CCCC(C(=O)NCc3ccncc3)C2)c(C)c1 (stereo not given)	0.1	5	-1	-1
17	Cc1cc(C)n(CCN(C)C(=O)C2CCC(=O)N(CCN3CCOCC3)C2)n1 (stereo not given)	-0.3	3	2	-3
18	COc1cc(NC(=O)CN(C)S(=O)(=O)c2ccc3c(c2)CCC(=O)N3)cc(OC)c1	-0.1	2	4	-2
19	CCn1cc(/C=N\NC(=O)Cc2ccc(Cl)cc2)cn1	-2.0	-2	-1	2
20	O=C(c1cc(S(=O)(=O)N2CCOCC2)ccc1F)N(CCc1ccccc1)Cc1ccccc1	-2.1	11	x	-1

no.	A3G deaminase	CXCR6 inh	Gli-Sufu block	EBI2 block
11	-1	0	4	-7
12	-8	-5	-2	0
13	1	19	0	3
14	-6	1	-2	-14
15	-6	-12	53	12
16	-9	0	-1	-19
17	-6	-27	3	-4
18	-7	-2	-12	-5
19	-3	-6	6	0
20	-12	19	5	16

Brought forward from above: three entries, then new ones.
no.	molecule	MPTP inh	CCR6 antag	GRIN3A LBD mod	APOBEC3A inh
18	COc1cc(NC(=O)CN(C)S(=O)(=O)c2ccc3c(c2)CCC(=O)N3)cc(OC)c1	-0.1	2	4	-2
19	CCn1cc(/C=N\NC(=O)Cc2ccc(Cl)cc2)cn1	-2.0	-2	-1	2
20	O=C(c1cc(S(=O)(=O)N2CCOCC2)ccc1F)N(CCc1ccccc1)Cc1ccccc1	-2.1	11	x	-1
21	CN(c1ccc(OCC(=O)Nc2cc(Cl)ccc2C(=O)O)cc1)S(=O)(=O)c1ccc(F)cc1	3.4	-2	0	5
22	CC(C)C(NC(=O)OC(C)(C)C)C(=O)N1CCCC1C(=O)NC(Cc1ccccc1)C(N)=O (stereo not given)	-0.5	18	1	-2
23	O=C(O)CCn1cc(/C=C2/NC(=S)N(c3ccccc3)C2=O)c(-c2ccccc2)n1	-0.7	20	0	-2
24	OC1CCCN(Cc2ccc3ccc4cccc5ccc2c3c45)C1 (stereo not given)	1.0	2	-4	0
25	O=C1c2ccccc2S(=O)(=O)N1Cc1cc(=O)n2ccsc2n1	-1.5	8	2	0
26	O=C(COC(=O)CNC(=O)c1cccc(Br)c1)Nc1nnc(-c2ccccc2)o1	-0.8	8	-1	2
27	CCC(C)(C(=O)NC1CCCC1)N(C(=O)CC1NC(=O)NC1=O)c1ccc(C)cc1 (stereo not given)	-0.8	-21	0	0
28	O=C(N/C(=C\c1ccc(Br)cc1)C(=O)N1CCOCC1)c1ccco1	1.5	9	0	-5
29	O=C(COC(=O)COc1ccc(Cl)cc1Cl)NC1CCCC1	0.7	6	1	0
30	O=C(Nc1ccc(N=Nc2ccccc2)c(NC(=O)C2CCCO2)c1)C1CCCO1 (stereo not given)	2.5	6	-6	-4

no.	A3G deaminase	CXCR6 inh	Gli-Sufu block	EBI2 block
18	-7	-2	-12	-5
19	-3	-6	6	0
20	-12	19	5	16
21	2	0	5	-5
22	-7	-1	1	-5
23	-4	4	-12	3
24	-5	-12	-3	-9
25	-1	0	-7	4
26	-6	1	-2	-5
27	0	-2	-1	-3
28	-10	3	-6	-5
29	-5	3	1	-6
30	-4	10	-70	-42

In the list so far, these have an aryl thioether with sulfur outside any ring:
no.	molecule	MPTP inh	CCR6 antag	GRIN3A LBD mod	APOBEC3A inh
4	O=C(CCCSc1nc2ccccc2[nH]1)NC(c1ccccc1)c1ccccc1	17	19	-7	-1
5	N#Cc1cc([N+](=O)[O-])ccc1NC(=O)CSc1n[nH]c(=O)n1C1CC1	-1.7	18	1	-1
6	Cc1cc(SCC(=O)c2cccs2)n2nc(C)c(-c3ccc(Cl)cc3)c2n1	6.9	6	6	2

no.	A3G deaminase	CXCR6 inh	Gli-Sufu block	EBI2 block
4	-7	4	1	28
5	-3	-2	4	-3
6	2	2	5	25

Next part:
no.	molecule	MPTP inh	CCR6 antag	GRIN3A LBD mod	APOBEC3A inh
31	CC(=O)Nc1ccc(CCCCc2ccc(NC(C)=O)cc2)cc1	-0.7	-7	-18	x
32	CCN(CC)CCn1c2ccc(Cl)cc2c2nc(C)sc21	1.2	7	-1	1
33	COC(=O)[C@H](C)NC(=O)NCc1ccc(S(N)(=O)=O)cc1	3.0	11	1	0
34	Cc1ccc2c(c1)[C@H]1[C@H](CO2)[C@H](c2ccccc2)[C@]2(C)C(=O)N(Cc3ccccc3)CC(=O)N12	-0.7	0	4	0
35	O=C(/C=C/c1ccc2ccccc2c1)c1ccoc1	-12	-5	-2	-5
36	O=C(CCS(=O)(=O)Cc1ccccc1)Nc1ccc2c(c1)OCCO2	1.3	10	5	-3
37	O=C(O)c1ccc(NC(=S)NC(=O)c2cccnc2)cc1	-0.2	42	-1	-1
38	CC(=O)c1ccc(N2CCN(C3CCC(C(C)(C)C)CC3)CC2)cc1 (stereo not given)	1.0	-1	4	-7
39	CCn1ncc(C2=NOC(C(=O)NCc3ccc(OC)cc3)C2)c1C (stereo not given)	0.8	-7	-3	x
40	COc1ccccc1CNC(=O)C(NC(=O)c1ccccc1C)C(C)C (stereo not given)	-0.9	12	-1	-2

no.	A3G deaminase	CXCR6 inh	Gli-Sufu block	EBI2 block
31	x	1	-6	0
32	-6	10	3	22
33	-6	-1	0	4
34	-3	-4	-2	19
35	-6	1	-4	12
36	-12	-6	24	-12
37	-1	16	8	1
38	-10	0	28	2
39	x	-4	-4	-24
40	-1	0	3	1

Some values from the entries so far.
cpd 31 in EBI2 block shows 0
cpd 38 in APOBEC3A inh shows -7
cpd 36 in APOBEC3A inh shows -3
cpd 37 in CXCR6 inh shows 16
cpd 34 in A3G deaminase shows -3

Next part
no.	molecule	MPTP inh	CCR6 antag	GRIN3A LBD mod	APOBEC3A inh
41	CS(=O)(=O)c1sc2nc(-c3ccccc3)cc(-c3ccccc3)c2c1N	-0.9	3	-3	-3
42	COC(=O)NC1(C(F)(F)F)C(=O)Nc2c1c(=O)n(C)c(=O)n2C (stereo not given)	-0.2	-4	-1	-2
43	Cc1ccsc1C(=O)OCC(=O)N1CCN(C(=O)c2ccco2)CC1	-0.3	9	-1	-3
44	CCNC(=O)c1cccc(NC(=O)CN2C(=O)NC3(CCCCC3)C2=O)c1	-0.1	-6	0	2
45	O=C(COCCOCC(=O)N(c1ccccn1)C1CCCCC1)N(c1ccccn1)C1CCCCC1	-3.3	-15	1	-2
46	O=C(COC(=O)c1cnc(Cl)c(Cl)c1)NCc1ccc2c(c1)OCO2	-4.4	-13	-1	2
47	COc1ccc(N2CCN(c3ccc(NC(=O)/C=C\C(=O)O)cc3)CC2)cc1	1.0	11	-5	-10
48	Cc1[nH]c(C)c(S(=O)(=O)NCc2ccc(F)cc2)c1C(=O)N1CCCC1	-1.8	13	0	-1
49	CNC(=S)N/N=C(\C)c1ccccc1	0.2	5	1	-1
50	CCN(CC)CCNC(=O)c1ccc(NC(=O)c2ccc(C(=O)c3ccccc3)cc2)cc1	7.0	20	-2	97

no.	A3G deaminase	CXCR6 inh	Gli-Sufu block	EBI2 block
41	-4	1	7	9
42	-4	0	-14	-4
43	-3	-4	-17	16
44	-2	18	-2	-12
45	-6	-2	12	-6
46	2	-2	-6	-7
47	-10	-4	7	17
48	-1	6	13	-7
49	-8	-5	-7	0
50	47	-21	12	-8

Continuation.
no.	molecule	MPTP inh	CCR6 antag	GRIN3A LBD mod	APOBEC3A inh
51	Oc1cccc(Nc2ncnc3ccccc23)c1	-3.3	6	-43	-1
52	COc1cc(NC(=O)CSc2nnc(-c3ccncc3)o2)cc(OC)c1OC	-0.3	7	-1	0
53	CCN(C(=O)c1ccc(Cl)cc1[N+](=O)[O-])c1ccccc1C	0.5	-11	1	3
54	O=C(N/N=C/c1ccc(O)cc1O)/C(=C/c1ccccc1)CCO	-1.7	7	-1	-3

no.	A3G deaminase	CXCR6 inh	Gli-Sufu block	EBI2 block
51	6	1	-16	4
52	1	-2	-9	8
53	3	-10	2	-10
54	-8	3	7	2

A stretch from the list above, for reference:
no.	molecule	MPTP inh	CCR6 antag	GRIN3A LBD mod	APOBEC3A inh
49	CNC(=S)N/N=C(\C)c1ccccc1	0.2	5	1	-1
50	CCN(CC)CCNC(=O)c1ccc(NC(=O)c2ccc(C(=O)c3ccccc3)cc2)cc1	7.0	20	-2	97
51	Oc1cccc(Nc2ncnc3ccccc23)c1	-3.3	6	-43	-1
52	COc1cc(NC(=O)CSc2nnc(-c3ccncc3)o2)cc(OC)c1OC	-0.3	7	-1	0
53	CCN(C(=O)c1ccc(Cl)cc1[N+](=O)[O-])c1ccccc1C	0.5	-11	1	3

no.	A3G deaminase	CXCR6 inh	Gli-Sufu block	EBI2 block
49	-8	-5	-7	0
50	47	-21	12	-8
51	6	1	-16	4
52	1	-2	-9	8
53	3	-10	2	-10
